# BLM helicase inh – qHTS Assay for Inhibitors of Bloom's syndrome helicase (BLM); RecQ-like DNA helicase BLM (Homo sapiens), P54132; recombinant BLM DNA unwinding, fluorescence dequenching; Potency, µM (doses to about 56.1 µM), for inactives: at the highest dose activity change, negative = inhibition, usual class: inhibitors; 350,000 compounds, 0.2% hits; AID 2528, 2010;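 further: potency means the concentration at half of the fitted maximal effect; plate controls were vehicle for no effect and no enzyme for full effect; nearly all actives have a fitted effect of over 35% in size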
# POLB inh – qHTS Assay for Inhibitors of DNA Polymerase Beta. P06746. Pol beta primer extension/strand displacement, fluorescence kinetic. Potency, µM (titrated, usually from 114 µM), for inactives: at the top dose activity change, negative = inhibition, most hits filed as inhibitors. 340,000 compounds, 1.3% hits; further: potency means the concentration at half of the fitted maximal effect; on the % scale 0 is the no-effect control and ±100 the full control effect
#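 Enzyme-only controls used 10 nM Pol beta; buffer lacking enzyme served as negative control. Compound preincubated 15 min, then 50 nM substrate added; 0 and 10 min reads at room temperature.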
# TRHR agonist – qHTS for Small Molecule Agonists and Allosteric Enhancers of Human TRH Receptor: Primary Screen for Agonists; activation, % at 2 µM; TRHR cells, calcium flux fluo-8, FDSS agonist mode; 360,000 compounds, 0.18% hits; in the data active means activation above about 30%; further: 0% is about no effect
#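 Agonist-mode FDSS calcium read (Ex 480/Em 530, 1 s cycles) in 1536-well TRHR cells with fluo-8 dye, after 10-cycle baseline and 23 nL compound addition; TRH at EC20 (10 nM final) added afterwards for the enhancer phase.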
# APE1 inh – qHTS Assay for Inhibitors of the Human Apurinic/apyrimidinic Endonuclease 1 (APE1); AID 2517, 2012; recombinant APE1, TAMRA/BHQ-2 abasic DNA cleavage fluorescence; DNA repair nuclease/redox regulator APEX1 (Homo sapiens), P27695; 350,000 compounds, 0.35% hits; Potency, µM (top dose mostly 65.8 µM), for the others: top-dose activity change, negative = inhibition, hits mostly inhibitors;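 further: potency means the concentration at half of the fitted maximal effect; plate controls were vehicle for no effect and reference inhibitor for full effect; nearly all actives have a fitted effect of over 55% in size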
# Target sequence (P27695 whole entry, looked up): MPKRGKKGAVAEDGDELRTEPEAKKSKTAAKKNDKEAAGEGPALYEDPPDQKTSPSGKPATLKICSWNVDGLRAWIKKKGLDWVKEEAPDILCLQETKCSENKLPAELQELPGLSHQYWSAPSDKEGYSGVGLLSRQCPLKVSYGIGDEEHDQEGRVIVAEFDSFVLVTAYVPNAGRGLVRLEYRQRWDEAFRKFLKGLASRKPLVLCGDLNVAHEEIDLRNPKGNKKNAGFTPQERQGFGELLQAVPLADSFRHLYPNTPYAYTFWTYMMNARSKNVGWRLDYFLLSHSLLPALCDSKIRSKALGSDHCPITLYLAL
#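 Kinetic fluorescence read (525 ex/598 em nm, three reads 60 s apart) of AP-site incision; signal = third minus first read. Enzyme 0.75 nM, dual-labelled THF duplex 50 nM, compound preincubation 15 min RT.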
# ERG-DNA inh – qHTS for Small Molecule Inhibitors of the ERG Ets/DNA interaction; AID 624246, 2012; fluorescence polarization, His-ERG Ets domain / labelled DNA; Potency, µM (titrated, usually from 76.9 µM), for inactives: top-dose FP activity, negative = inhibition, usual class: inhibitors; Transcriptional regulator ERG (Homo sapiens), P11308; 370,000 compounds, 0.028% hits; active means well fitted inhibition curve with a large enough effect in the polarisation, with a control signal flat; inconclusive means small, poorly fitted or top-dose-only effect, or effect the other way, or a change in a side signal; inactive means no such curve, though single readings can be large or run the other way; the % refers to the polarisation;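 further: polarization taken with two DNA probes labelled with fluorescein and Texas red; potency means the concentration at half of the fitted maximal effect; % of control where 0% means no effect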
#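 His-tagged ERG Ets domain (1 uM in the protein solution; 300mM KCl, 50mM Tris-HCl, 1mM EDTA, 1mM DTT, pH 7.5) received compound, then a probe mix of 5 nM fluorescein-DNA and 100nM Texas-615-DNA. Fluorescence polarization was read for both dyes.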
# Pol iota inh – qHTS for Inhibitors of Polymerase Iota | DNA polymerase iota (Homo sapiens), Q9UNA4 | Pol iota fluorescent replication assay, 10 min | Potency, µM (doses to about 115 µM), for inactives: at the top dose activity, negative = inhibition, usual class: inhibitors | 390,000 compounds, 1% hits | AID 588590, 2011; further: potency means the concentration at half of the fitted maximal effect
#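 Pol iota at 10 nM preincubated 15 min with compounds at room temperature; reaction started with fluorescent substrate, 50 nM final. Fluorescence read kinetically at 0 and 10 min; buffer-only wells as negative control.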
# Anesthetic bind – qHTS Assay for Identification of Novel General Anesthetics; Ferritin light chain (Equus caballus), P02791; apoferritin/1-aminoanthracene competitive binding, fluorescence; Potency, µM (doses to about 77.5 µM), without a hit: at the highest dose activity change, negative = displacement, most hits filed as inhibitors; 350,000 compounds, 0.074% hits; further: potency means the concentration at half of the fitted maximal effect; on the % scale 0 is the no-effect control and ±100 the full control effect; nearly all actives have a fitted effect of over 20% in size
#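 Horse-spleen apoferritin (10 uM) in 50% saturated 1-aminoanthracene in PBS was incubated 10 min at room temperature with compound. Fluorescence (ex 380, em 535 nm) was normalized to free and bound 1-AMA, with concentration-response fitted by a four-parameter Hill equation.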
# ALOX12 inh – Primary qHTS assay for inhibitors of human arachidonate 12S-lipoxygenase (ALOX12): Round 2; Polyunsaturated fatty acid lipoxygenase ALOX12 (Homo sapiens), P18054; Potency, µM (top dose mostly 108 µM), inactives show top-dose activity change, negative = inhibition, usual class: inhibitors; 580,000 compounds, 1.1% hits; AID 1671190, 2021; purified 12hLO, xylenol orange hydroperoxide absorbance; further: potency means the concentration at half of the fitted maximal effect; on the % scale 0 is the no-effect control and ±100 the full control effect
# Target sequence (P18054 whole entry, looked up): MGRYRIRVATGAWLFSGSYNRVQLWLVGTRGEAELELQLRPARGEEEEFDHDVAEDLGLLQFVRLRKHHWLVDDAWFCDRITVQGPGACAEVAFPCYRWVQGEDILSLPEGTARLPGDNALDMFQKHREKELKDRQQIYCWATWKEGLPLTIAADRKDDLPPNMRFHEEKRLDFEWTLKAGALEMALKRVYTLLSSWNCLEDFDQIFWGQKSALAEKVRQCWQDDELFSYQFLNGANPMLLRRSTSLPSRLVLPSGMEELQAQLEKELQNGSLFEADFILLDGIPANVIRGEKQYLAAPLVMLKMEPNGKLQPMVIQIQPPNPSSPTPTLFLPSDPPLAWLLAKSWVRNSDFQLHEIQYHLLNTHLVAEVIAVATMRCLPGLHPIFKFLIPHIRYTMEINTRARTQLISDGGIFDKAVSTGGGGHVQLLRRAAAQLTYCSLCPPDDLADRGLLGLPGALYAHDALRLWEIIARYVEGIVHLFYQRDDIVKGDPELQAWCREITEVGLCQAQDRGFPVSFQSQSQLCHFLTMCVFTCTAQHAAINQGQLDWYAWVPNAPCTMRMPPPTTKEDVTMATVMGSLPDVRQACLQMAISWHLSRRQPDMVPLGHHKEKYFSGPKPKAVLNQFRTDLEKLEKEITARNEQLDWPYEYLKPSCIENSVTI
#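 Purified human 12hLO (150 nM final) in 25 mM Hepes, 0.01% Triton X-100, pH 7.0 was preincubated 15 min at room temperature with compound. Then 40 uM arachidonic acid was added, 30 min. Hydroperoxide was read by Fe-XO absorbance ratio 573/405 nm.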
# Pol kappa inh – qHTS for Inhibitors of Polymerase Kappa | purified Pol kappa, fluorescent DNA synthesis assay, 10 min | Potency, µM (titrated, usually from 107 µM), for inactives: at the top dose activity, negative = inhibition, usual class: inhibitors | 400,000 compounds, 0.53% hits | AID 588579, 2011; further: potency means the concentration at half of the fitted maximal effect; on the % scale 0 is the no-effect control and ±100 the full control effect
#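 10 nM Pol kappa was preincubated with compounds for 15 min at room temperature. Reaction started with 50 nM (final) substrate. Fluorescence read kinetically at 0 and 10 min.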
# The depositor's hits bear a star; ? = inconclusive; / = not tested or not shown; & = joins results of further samples; [ ] = another dose, or the depositor's remark. Unless noted, the call rests on the fitted dose curve; in most records, active means well fitted curve in the direction sought with a large enough effect; inconclusive means small, poorly fitted or top-dose-only effect, or another doubt; inactive means no such curve, though single readings can be large; an effect the other way counts as inactive or inconclusive. Not all compounds are listed; count on the stated rates, not on these rows.
compound	BLM helicase inh	POLB inh	TRHR agonist	APE1 inh	ERG-DNA inh	Pol iota inh	Anesthetic bind	ALOX12 inh	Pol kappa inh
CCCCC1(CO)C(=O)N(c2ccccc2)N(c2ccccc2)C1=O	-1%	21%	0.4	20%	3%	?	-1%	414%[activator]	5%
O=C(Nc1cccc2ncccc12)c1ccc(Br)c([N+](=O)[O-])c1	-7%	4%	-0.5	2%	-6%	13%	-2%	-5%	-7%
CCOC(=O)N1CCN(C(=O)CSc2nnc(Cc3ccccc3)o2)CC1	-2%	7%	0.4	0%	20%	17%	-3%	395%[activator]	20%
N=c1c2c3c(sc2ncn1Cc1ccco1)CCCCC3	-1%	40%	-1.4	0%	-3%	21%	-22%	-15%	-14%
Cc1cccc(NC(=O)Cn2nnc(C(=O)NCc3cccs3)c2N)c1	-6%	?	0.5	/	-4%	?	?	-10%	-21%
COc1ccc(NC(=O)/C(C#N)=C/c2ccc(C)o2)cc1	0%	2%	-1.7	/	-4%	20%	-7%	-17%	4%
COc1ccc(CCCc2nnc(SCC(=O)Nc3cccc(F)c3C)o2)cc1	-3%	-16%	-0.3	/	-5%	-10%	-16%	?	-8%
Cc1cccc(C)c1NC(=O)CSc1nnc([C@H](C)NC(=O)OC(C)(C)C)o1	-3%	-1%	-0.3	-12%	2%	12%	-9%	-25%	-12%
COc1ccc(N(CC(=O)NCc2ccco2)S(=O)(=O)c2ccc(C)cc2)cc1OC	-2%	28%	0.3	-7%	-6%	125%[activator]	-5%	-2%	0%
Cc1cccc(Nc2nc(-c3c(C)nc4ccccn34)cs2)c1	-5%	9%	-0.8	10%	/	6%	-9%	-26%	-4%
CCC1=NN2C(=N)/C(=C\c3cccn3-c3ccc(C)c(C)c3)C(=O)N=C2S1	-18%	?	-0.4	-8%	2%	20%	?	0%	2%
COc1ccc(Cl)cc1C(=O)NCC(c1ccco1)N1CCCC1 (configuration not stated)	4%	-9%	0.1	-9%	-10%	7%	-11%	0%	-3%
COc1cc(C(=O)N2CCN(C(=O)c3cccc4ccccc34)CC2)cc(OC)c1OC	-2%	8%	-0.1	31%	-4%	92%[activator]	-5%	-5%	-9%
Cc1cc(NS(=O)(=O)c2ccc(Nc3nc(-c4ccc(C)c(C)c4)cs3)cc2)no1	?	?	-0.7	1%	-1%	-15%	?	4.5µM*	-5%
CNC(=O)C(=O)NCCN1CCN(S(=O)(=O)c2ccc3ccccc3c2)CC1	-5%	11%	-0.5	-5%	6%	-3%	-2%	-8%	-1%
O=C(O)c1cccc(-n2sc3ccccc3c2=O)c1	/	/	-0.2	-7%	-1%	?	/	11µM*	-7%
C=CCn1cc(C(=O)NCCCOC)c(=O)c2cc(S(=O)(=O)N(CC)CC)ccc21	2%	24%	0.1	-7%	-4%	2%	-18%	-3%	-8%
C=CCn1c(=S)[nH]c2ccc(Br)cc2c1=O	-3%	0%	0.1	0%	-24%	-8%	7%	-2%	-5%
CC1(c2ccc([N+](=O)[O-])cc2)NC(=O)NC1=O (configuration not stated)	-4%	-8%	0.3	25%	-8%	-14%	-3%	0%	-10%
N#Cc1ccc(OCC(=O)OCC(=O)NCCC2=CCCCC2)cc1	-2%	33%	0.3	1%	/	-3%	?	-23%	-6%

# Record cards, from the list above. Screens in order: BLM helicase inh	POLB inh	TRHR agonist	APE1 inh	ERG-DNA inh	Pol iota inh	Anesthetic bind	ALOX12 inh	Pol kappa inh
# Shown for `Cc1cccc(Nc2nc(-c3c(C)nc4ccccn34)cs2)c1` = -5%	9%	-0.8	10%	/	6%	-9%	-26%	-4%
# Shown for `CCCCC1(CO)C(=O)N(c2ccccc2)N(c2ccccc2)C1=O` = -1%	21%	0.4	20%	3%	?	-1%	414%[activator]	5%
# Shown for `N#Cc1ccc(OCC(=O)OCC(=O)NCCC2=CCCCC2)cc1` = -2%	33%	0.3	1%	/	-3%	?	-23%	-6%
# Shown for `COc1ccc(NC(=O)/C(C#N)=C/c2ccc(C)o2)cc1` = 0%	2%	-1.7	/	-4%	20%	-7%	-17%	4%
# Shown for `CCOC(=O)N1CCN(C(=O)CSc2nnc(Cc3ccccc3)o2)CC1` = -2%	7%	0.4	0%	20%	17%	-3%	395%[activator]	20%

# Following part:
compound	BLM helicase inh	POLB inh	TRHR agonist	APE1 inh	ERG-DNA inh	Pol iota inh	Anesthetic bind	ALOX12 inh	Pol kappa inh
Cc1ccc(Cl)c(OCC(=O)NC2CCN(Cc3ccccc3)CC2)c1	/	/	-1.4	-5%	1%	17%	/	-3%	8%
COc1ccccc1OCCOCCOc1c(C)cc(C)cc1Br	-8%	1%	-0.9	-1%	9%	-11%	4%	5%	-8%
CC(=O)N1CCN(C(=O)c2ccc3c(c2)OCO3)CC1	/	/	/	27%	-7%	5%	/	1%	2%
Cc1ccc(-c2nc(N)nc(N)n2)c(C)c1	/	/	0.1	3%	-3%	-11%	/	16%	7%
COC(=O)c1ccc(NC(=O)c2cn(-c3ccccc3)nc2-c2ccncc2)cc1	-9%	?	-0.8	?	3%	-4%	-9%	1%	-12%
COc1ccc(S(=O)(=O)NCCc2cn3ccsc3n2)cc1OC	-1%	-12%	0.1	/	0%	20%	-4%	0%	-11%[60.1 µM]
COc1ccccc1CCC(=O)OCC(=O)NCc1ccc(OC)c(OC)c1	/	/	/	15%	4%	-1%	/	6%	6%
COc1ccc([C@H]2CC(=O)C=C(c3cc4ccccc4s3)C2)cc1OC	/	/	0.1	1%	-7%	8%	/	?	-3%
CCCN1CCN(C(=O)Cn2ncc3c([nH]c4ccc(C)cc43)c2=O)CC1	1%	73%	0.5	33%	-1%	-3%	2%	-8%	0%
NC(=O)NC(=O)COC(=O)c1ccccc1Oc1ccccc1	5%	4%	-0.3	-6%	9%	-1%	-8%	10%	1%
CC(C)Oc1ccc(NC(=O)CCC(=O)O)cc1	0%	1%	0.6	7%	3%	7%	-7%	0%	1%
COc1cccc(C(c2nnnn2Cc2ccco2)N2CCN(Cc3ccccc3)CC2)c1OC (configuration not stated)	-3%	-2%	3.5	9%	-3%	38%[activator]	-2%	?	3%
CC(C)CCN(C(=O)c1cn2ccccc2n1)c1c(N)n(Cc2ccccc2)c(=O)[nH]c1=O	/	/	-0.6	1%	-3%	20%	/	-4%	-4%
CCn1c(CNC(=O)C2CCCCC2)cc2cc(C)ccc21	-1%	-21%	0.2	2%	-12%	-11%	-1%	-1%	-7%
COc1ccc(-c2nc(CNC(=O)Nc3ccccc3)c(C)o2)cc1	-1%	6%	0.5	/	4%	5%	-12%	1%	-1%[60.1 µM]
O=C(CCC(=O)c1ccc(F)cc1)NCc1ccccc1C(F)(F)F	-3%	-1%	-0.8	79%[activator]	-2%	32%[activator]	-15%	-3%	-1%
COc1ccc(-c2nnc(NC(=O)Cc3ccccc3)s2)c(OC)c1	-2%	6%	-0.4	2%	-6%	5%	-4%	36%[activator]	4%
O=C(NC1CC1)C1=C[C@@H](c2ccc(Br)cc2)C[C@@H](OCCCCO)O1	0%	28%	-0.6	-7%	-12%	9%	-5%	-1%	-16%
COc1cc(/C=C/C(=O)N2CCN(c3ccccn3)CC2)cc(OC)c1OC	0%	16%	-0.3	18%	8%	15%	-10%	1%	-15%
CCOC(=O)c1c(N)n(-c2ccccc2CC)c2nc3ccccc3nc12	-1%	-15%	-1.0	/	-10%	10%	463%[activator]	-16%	-5%[60.1 µM]

# Carrying on.
compound	BLM helicase inh	POLB inh	TRHR agonist	APE1 inh	ERG-DNA inh	Pol iota inh	Anesthetic bind	ALOX12 inh	Pol kappa inh
O=C(NCc1ccco1)c1cccc(NC(=O)c2ccccc2)c1	-1%	1%	0.1	1%	-7%	-2%	-4%	-4%	-7%
CN(C)CCN1C(=O)c2oc3ccccc3c(=O)c2C1c1ccccc1 (configuration not stated)	3%	8%	0.6	-1%	/	/	-11%	/	/
CC(=O)Nc1c(C(=O)c2ccccc2)oc2ccccc12	2%	6%	-0.3	-2%	5%	19%	-14%	0%	-6%
CC1=C(C(=O)Nc2cccnc2)C(c2ccccc2)n2nc(SCc3ccccc3Cl)nc2N1 (configuration not stated)	-17%	34%[activator]	0.4	/	-3%	-9%	-6%	-12%	-7%
CCOc1ccc(-c2nonc2NC(=O)c2ccco2)cc1OCC	0%&-3%	?	-0.8&-0.4	19%	-1%&-10%	29%&3%	-6%&5%	17%&-46%	-6%&0%

# Ordered by molar mass (ascending): 3 of the compounds above.
compound	BLM helicase inh	POLB inh	TRHR agonist	APE1 inh	ERG-DNA inh	Pol iota inh	Anesthetic bind	ALOX12 inh	Pol kappa inh
CC(=O)Nc1c(C(=O)c2ccccc2)oc2ccccc12	2%	6%	-0.3	-2%	5%	19%	-14%	0%	-6%
CCOc1ccc(-c2nonc2NC(=O)c2ccco2)cc1OCC	0%&-3%	?	-0.8&-0.4	19%	-1%&-10%	29%&3%	-6%&5%	17%&-46%	-6%&0%
CCOC(=O)c1c(N)n(-c2ccccc2CC)c2nc3ccccc3nc12	-1%	-15%	-1.0	/	-10%	10%	463%[activator]	-16%	-5%[60.1 µM]
